ZTA counter = blocks Epstein-Barr virus ZTA, an EBNA-1 counter-screen | P03206 | ZTA-DNA binding, fluorescence polarization | inhibition, % at 11 µM | hit rate 0.15% among 320,000; in the data active means inhibition above about 33%
HCV core dimer = HCV core protein dimerization inhibition | hit rate 0.33% among 300,000 | TR-FRET GST/Flag-core106 dimerization, 1536-well | AID 1899 | inhibition, % at 5 µM;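 active means inhibition above the mean of all tested compounds plus 3 SD, set per screening campaign, cut at about 45% in these data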
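Assay system – GST-tagged and Flag-tagged HCV core protein residues 1-106 · Quantity – core106 proteins, GST 13.5 nM and Flag 17 nM · Benchmarks – unlabelled core106 and no-GST-core106 wells · Read-out basis – percent inhibition of core106 dimerization signal · Detection – time-resolved FRET, ex 340 nm, em 617 and 671 nm · Schedule – 4 h at 22.5 °C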
JMJD2C inh = human JMJD2C demethylase inhibition. Q9H3R0. GST-JMJD2C(1-420) H3K9me3 demethylation, DELFIA europium. inhibition, % at 2.35 µM. hit rate 0.069% among 330,000. AID 2099;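 active means more than half of a compound's replicate wells show inhibition beyond 50%, single wells judged on their own value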;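 further: signal counts dimethyl H3K9 product captured on neutravidin plate; 0% = median of DMSO wells and 100% = 0.3 times that DMSO median; strong numbers were not always called active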
Target sequence (Q9H3R0 1-420 limits assumed): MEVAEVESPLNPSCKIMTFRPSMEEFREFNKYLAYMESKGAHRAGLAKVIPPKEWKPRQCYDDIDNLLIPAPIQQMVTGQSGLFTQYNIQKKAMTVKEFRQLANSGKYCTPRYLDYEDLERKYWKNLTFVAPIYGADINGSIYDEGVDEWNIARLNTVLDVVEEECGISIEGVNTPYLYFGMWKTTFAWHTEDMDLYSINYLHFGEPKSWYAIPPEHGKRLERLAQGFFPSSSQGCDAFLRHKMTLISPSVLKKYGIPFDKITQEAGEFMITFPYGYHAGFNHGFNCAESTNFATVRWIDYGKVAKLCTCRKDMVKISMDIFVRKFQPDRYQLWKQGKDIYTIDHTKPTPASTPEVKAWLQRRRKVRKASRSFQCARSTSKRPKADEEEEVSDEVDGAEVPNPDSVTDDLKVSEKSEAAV
EBNA-1 inhibitor = blocks EBNA-1 binding to DNA | EBNA-1 DNA binding, fluorescence polarization | inhibition, % at 14.8 µM | hit rate 0.34% among 300,000 | AID 1950; in the data active means inhibition above about 28%
PP1 inh = PP1-alpha (human) inhibition in PP5 counter-screen | inhibition, % at 6.7 µM | P62136 | hit rate 0.9% among 320,000 | purified PP1alpha, OMFP fluorescence;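 active means inhibition above the mean inhibition of all tested compounds plus 3 SD, computed separately for each screening campaign, cut at about 15% in these data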
TPT1 inhibitor = inhibitors of Candida albicans tRNA 2'-phosphotransferase TPT1 | recombinant caTPT1, FP RNA substrate dephosphorylation | inhibition, % at 5 µM | hit rate 0.81% among 300,000 | AID 1962;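 active means inhibition above the mean of all tested compounds plus 3 SD, set per screening campaign, cut at about 24% in these data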;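 further: plate controls were DMSO alone for no effect and ferristatin control at 100 nM for full effect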
PP5 inh = PP5 (human) phosphatase inhibition; purified PP5c, OMFP substrate fluorescence; AID 1987; inhibition, % at 6.7 µM; P53041; hit rate 0.18% among 320,000;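 active means inhibition above the campaign's mean inhibition across all tested compounds plus 3 SD, cut at about 9.5% in these data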;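 further: 0% = DMSO only and 100% = 100 µM cantharidin control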
Target sequence (P53041 whole entry, looked up): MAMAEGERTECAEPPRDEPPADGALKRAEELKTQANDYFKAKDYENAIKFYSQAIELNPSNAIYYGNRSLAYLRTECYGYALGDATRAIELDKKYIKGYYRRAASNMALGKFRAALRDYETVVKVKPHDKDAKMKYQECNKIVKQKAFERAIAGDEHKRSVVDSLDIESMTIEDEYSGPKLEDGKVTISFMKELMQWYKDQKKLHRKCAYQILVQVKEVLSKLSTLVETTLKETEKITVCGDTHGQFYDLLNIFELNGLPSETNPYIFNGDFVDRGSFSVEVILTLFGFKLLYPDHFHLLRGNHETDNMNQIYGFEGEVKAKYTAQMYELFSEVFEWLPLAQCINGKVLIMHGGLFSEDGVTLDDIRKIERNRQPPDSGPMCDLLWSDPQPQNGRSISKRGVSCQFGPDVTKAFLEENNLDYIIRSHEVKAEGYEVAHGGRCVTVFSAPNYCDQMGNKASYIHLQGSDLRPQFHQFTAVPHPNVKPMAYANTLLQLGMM
CTSL1 counter = cathepsin L1 inhibition, PFM18AAP counter-screen. recombinant F. hepatica cathepsin L1, Z-Leu-Arg-MCA fluorescence. inhibition, % at 5.96 µM. hit rate 0.49% among 300,000;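 active means inhibition above the mean of all tested compounds plus 3 SD, set per screening campaign, cut at about 17% in these data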;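 further: 0% = plate median of test compound wells and 100% = 1 µM Z-Phe-Ala-diazomethylketone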
CR mimetic SO = yeast age-related superoxide inhibition as caloric restriction mimetic | S. cerevisiae aged cells, superoxide DHE fluorescence; hits give low values | superoxide response (% of plate mean), % at 10 µM | hit rate 0.18% among 330,000;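 active means superoxide response under a set limit, about three screen SD below normal, cut at about 65% in these data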;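 further: yeast aged for seven days with compound at 30 °C before DHE staining; 100% = average MFI of all compound-treated wells on the plate with controls excluded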
An asterisk follows results filed as active; x = not tested or not shown.

SMILES | ZTA counter | HCV core dimer | JMJD2C inh | EBNA-1 inhibitor | PP1 inh | TPT1 inhibitor | PP5 inh | CTSL1 counter | CR mimetic SO
Cc1ccccc1C(=O)N1CCN(c2nc(N3CCOCC3)nc(N3CCOCC3)n2)CC1 | -22 | -5 | 0 | 1 | 2 | -7 | 3.3 | -2 | 112
CCOC(=O)C1CCCN(C(=O)c2ccc3nc(-c4cccc(OC)c4)oc3c2)C1 (centres undefined) | -10 | 1 | 7 | -7 | 1 | -2 | 4.4 | 0 | 107
CC(C)CNC(=O)C(=O)NCCC1CCCCN1S(=O)(=O)c1cccs1 (centres undefined) | -4 | 2 | 7 | 0 | 10 | 2 | -1.8 | 0 | 92
O=C(NCCN1CCOCC1)C(=O)NCC1OCCCN1S(=O)(=O)c1cc(F)ccc1F (centres undefined) | -16 | -4 | 10 | 16 | -7 | -5 | 0.1 | 1 | 90
COc1ccc(Cl)cc1NC(=O)CN(C)CC(=O)Nc1ccc(Br)cc1 | 14 | -1 | -5 | -4 | -2 | 0 | -0.1 | -2 | 112
CCSc1nnc(NC(=O)[C@@H](NC(=O)c2ccc(C(C)(C)C)cc2)C(C)C)s1 | 20 | 10 | 0 | 13 | 6 | -5 | 4.5 | 2 | 96
CC(C)N1C2OC(C3OC4C(O3)N(C(C)C)S(=O)(=O)N4C(C)C)OC2N(C(C)C)S1(=O)=O (centres undefined) | -3 | -1 | -6 | 6 | -2 | -2 | 0.7 | -1 | 107
CCCCc1c(O)nc2n(c1=O)CCS2 | 10 | 0 | 6 | -5 | -3 | 0 | 2.0 | 5 | 95
Cc1ccc(-c2nnc(COC(=O)c3cc(=O)[nH]c4ccccc34)o2)cc1 | 4 | 14 | 4 | 3 | 3 | 2 | 1.8 | -2 | 111
CCOc1ccc(Nc2nc(NCC(=O)O)nc(N)c2[N+](=O)[O-])cc1 | 16 | 1 | 3 | 7 | -3 | -4 | -2.1 | -1 | 91
CCOC(=O)C1CN(S(=O)(=O)c2ccc(OC)cc2)c2cc(S(=O)(=O)CC)ccc2O1 (centres undefined) | 0 | 5 | 7 | -4 | 0 | 4 | 1.1 | 1 | 117
O=C1CNC(=S)N1c1nc(-c2ccccc2)cs1 | 0 | -4 | 15 | -7 | 0 | 0 | 3.6 | -1 | 99
O=C(COC(=O)c1cccc(N2C(=O)C3CC=CCC3C2=O)c1)c1ccccc1 (centres undefined) | -7 | 2 | -7 | -5 | 3 | 1 | 1.7 | -15 | 97
Cc1ccccc1N1CCN(C(=O)C2CCCCC2)CC1 | -15 | 0 | -46 | -15 | 3 | -4 | 5.8 | 5 | 99
Cc1cccc(N=C2N=C(N)c3ccccc32)c1 | -5 | -2 | -2 | 8 | 2 | 0 | 0.6 | -3 | 99
Cn1cccc1-c1nc2ccccc2n1Cc1ccccc1 | -4 | 16 | 1 | -6 | 4 | 1 | 4.6 | -6 | 104
COc1cc(/C(C)=N/NC(=O)CSc2nncn2C)ccc1OCc1ccccc1Cl | 0 | -2 | 0 | -6 | 5 | 4 | -0.8 | -1 | 107
COc1ccc(C(=O)NNC2CC(=O)N(Cc3ccc(Cl)cc3)C2=O)cc1OC (centres undefined) | -4 | 1 | 4 | 0 | -2 | -2 | -0.2 | -1 | 90
CCOC(=O)c1ccc(-c2ccc3c(c2)CCC3)nc1C | 5 | 0 | -3 | 9 | -1 | 1 | -0.6 | -8 | 102
O=C(Nc1ccnn1C1CCN(CCCC2CCCC2)CC1)c1ccccc1 | -13 | -1 | 2 | -11 | 2 | -2 | -1.2 | 0 | 90
O=C(CSc1nnc(-c2ccccc2)o1)NCC1CCCCC1 | 3 | -2 | 0 | 8 | -1 | -2 | 0.1 | 2 | 97
CC#C[C@]1(O)CC[C@H]2[C@@H]3CCC4=CC(=O)CCC4=C3[C@@H](c3ccc(N(C)C)cc3)C[C@@]21C | 2 | 16 | -14 | -5 | 9 | 0 | 1.6 | 2 | 97
OCCNCCCCOc1ccccc1F | 9 | -4 | -11 | 4 | -2 | 0 | -1.6 | -2 | 86
CCS(=O)(=O)c1ncc(Cl)c(C(=O)Nc2ccc(S(=O)(=O)N3CCCC(C)C3)cc2)n1 (centres undefined) | 0 | 13 | 3 | -6 | 6 | 0 | 3.1 | -1 | 104

Profiles from above. Values in the order: ZTA counter, HCV core dimer, JMJD2C inh, EBNA-1 inhibitor, PP1 inh, TPT1 inhibitor, PP5 inh, CTSL1 counter, CR mimetic SO
Entry for COc1ccc(C(=O)NNC2CC(=O)N(Cc3ccc(Cl)cc3)C2=O)cc1OC (centres undefined) → -4, 1, 4, 0, -2, -2, -0.2, -1, 90
Entry for Cn1cccc1-c1nc2ccccc2n1Cc1ccccc1 → -4, 16, 1, -6, 4, 1, 4.6, -6, 104
Entry for Cc1ccccc1N1CCN(C(=O)C2CCCCC2)CC1 → -15, 0, -46, -15, 3, -4, 5.8, 5, 99

(listing goes on)
SMILES | ZTA counter | HCV core dimer | JMJD2C inh | EBNA-1 inhibitor | PP1 inh | TPT1 inhibitor | PP5 inh | CTSL1 counter | CR mimetic SO
Cc1ccc(OCc2cc(C(=O)N3CCN(C4CCCC4)CC3)no2)cc1C | -4 | 1 | -2 | 1 | 1 | -1 | 0.0 | 1 | 93
O=c1ccn(-c2cccc(C(F)(F)F)c2)nc1-c1ccn(-c2ccccc2F)n1 | -5 | 1 | -9 | -2 | 4 | -1 | 4.8 | 7 | 105
OCc1nc2c(ccc3ccccc32)[nH]1 | 18 | 5 | -2 | 7 | -3 | 0 | -0.2 | 1 | 104
Cc1ccc(CSc2nnc(CNc3ccc(F)cc3)o2)cc1 | -14 | 6 | -27 | -5 | -6 | -6 | 5.0 | -6 | 106
COc1ccc(-c2coc3cc(OC)cc(OC)c3c2=O)cc1 | -5 | -7 | 100 | -16 | -3 | -2 | 7.1 | 2 | 108
CCOc1cc(/C=C2/C(=O)ON=C2C)ccc1OCc1ccccc1 | 3 | 9 | 5 | 2 | -6 | -2 | 0.1 | -3 | 100
COc1cccc(C(=O)NNC(=O)c2ccccc2Br)c1 | -7 | -1 | 4 | -4 | -2 | -2 | 3.0 | -2 | 90
CCCCn1c(-c2ccc([N+](=O)[O-])cc2)n[nH]c1=S | -4 | -4 | -9 | -8 | -2 | 3 | 2.5 | 6 | 118
CC(C)(C)c1cc(NC(=O)NN2CCOCC2)nn1-c1c(Cl)cc(Cl)cc1Cl | 10 | 0 | 1 | 7 | 0 | -2 | 0.2 | 0 | 89
Cc1cc(C)nc(N2CCC(C(=O)NCc3ccco3)CC2)n1 | 1 | 2 | 31 | 2 | -3 | 4 | -3.1 | -1 | 91
Cc1cc(=O)oc2cc(NC(=O)Cc3ccccc3[N+](=O)[O-])ccc12 | 11 | 6 | 10 | 7 | 3 | 0 | 1.8 | 2 | 104
Cc1cc(C(=O)CSc2ccc(Cl)cc2)cc(C)c1OC(=S)N(C)C | -3 | 5 | 6 | 8 | 1 | -3 | 1.0 | 0 | 102
COc1ccc(C2=NS(=O)(=O)N(C)C(C(=O)NCc3ccc4c(c3)OCO4)=C2)cc1 | 4 | 10 | 2 | 2 | -2 | -9 | 1.2 | 1 | 92
Cc1cccc2cc3c(N)c(C(=O)N4CCOCC4)sc3nc12 | 17 | -23 | -7 | 9 | 1 | 1 | 0.7 | 5 | 94
CCC1(C)NC(=O)N(/N=C/c2cc(OC)c(O)c(OC)c2)C1=O (centres undefined) | 2 | -2 | x | 0 | -3 | -1 | -1.7 | 1 | 85
COc1cccc(C(=O)OCC(=O)c2ccc(Br)s2)c1OC | -13 | x | 3 | x | 4 | x | 2.6 | x | 130
COc1ccc(OCC(=O)N2N=C(C(F)F)CC2(O)C(F)F)cc1 (centres undefined) | 12 | -6 | 21 | 2 | -2 | 3 | -1.4 | 4 | 96
COc1ccc(-c2[nH]ncc2CN(C)Cc2cnccn2)c(OC)c1 | 13 | -1 | 3 | 1 | 4 | -3 | 1.0 | 2 | 99
Cc1noc(C)c1CCC(=O)NC1CCCN(Cc2ccc(Cl)cc2)C1 (centres undefined) | 4 | 8 | -5 | 4 | -2 | 1 | 0.6 | 2 | 94
CCOCC(=O)Nc1cc(Cl)c(OC)cc1OC | -21 | -4 | 10 | -3 | -3 | -3 | 3.5 | -3 | 105
Cc1ccccc1NC(=O)c1ccc2c(c1)OCCO2 | -2 | 2 | 11 | 8 | 2 | -4 | 0.7 | -2 | 98
c1ccc(Nc2nc(N3CCOCC3)nc(N3CCOCC3)n2)cc1 | -2 | -11 | -6 | 6 | -2 | 1 | 0.8 | 0 | 106
COc1cccc(C(C)N(C)Cc2nc(COc3ccccc3)no2)c1 (centres undefined) | -11 | -7 | 0 | -5 | -2 | -2 | 2.0 | -3 | 95
Nc1nnc(CC(=O)N/N=C\c2ccc(-c3cccc(Cl)c3)o2)s1 | 2 | 1 | -4 | 10 | 3 | -1 | 1.2 | 2 | 90
Cc1ccccc1NC(=S)NNc1ncc(C(F)(F)F)cc1Cl | 11 | -12 | 3 | 1 | 5 | -1 | 0.9 | 1 | 113
CCCNC(=S)Nc1c(C)n(C)n(-c2ccccc2)c1=O | 2 | -2 | -10 | -12 | 1 | -2 | -2.0 | 1 | 90
N#CCC(=O)NNc1c([N+](=O)[O-])cc(C(F)(F)F)cc1[N+](=O)[O-] | 17 | -16 | 2 | 6 | -2 | -2 | -0.5 | 4 | 127
COc1ccc(S(=O)(=O)NC(CCSC)C(=O)NC2CCCCC2)cc1 (centres undefined) | 8 | 0 | -3 | -2 | 1 | 0 | 1.6 | 2 | 105
CCOC(=O)N1CCN(C(=O)CN(c2ccc3c(c2)OCO3)S(C)(=O)=O)CC1 | 3 | 6 | 1 | 8 | 1 | -1 | 2.6 | 2 | 101
CC(=O)Nc1cccc(-c2csc(NCc3ccccc3)n2)c1 | -7 | 0 | -5 | -7 | 7 | -3 | 1.2 | 0 | 110
C[C@H](NC(=O)NCc1cccs1)C(=O)O | -13 | -6 | 7 | 6 | -4 | -1 | 1.8 | -2 | 87
CCC/C(O)=C1\C(=O)CCCC1=NCCCCCC(=O)O | 7 | 1 | 9 | -5 | -6 | -1 | -0.8 | 3 | 103
CC(SCc1ccccc1)C(=O)Nc1ccccc1Br (centres undefined) | -6 | -2 | -7 | -15 | -7 | 1 | 1.4 | 0 | 105
CCC(C)(C(=O)NC1CCCCC1)N(CC1CCCO1)C(=O)CNC(=O)c1ccccc1 (centres undefined) | 6 | 3 | -4 | 6 | -2 | 0 | 1.0 | -4 | 90
O=C(c1nc[nH]c1C(=O)N1CCN(c2ccccc2)CC1)N1CCN(c2ccccc2)CC1 | 0 | x | -4 | x | -3 | x | -1.0 | x | 98
CCOc1cc(C2NC(=O)NC2=O)ccc1O (centres undefined) | 0 | -5 | 5 | -1 | 0 | 0 | 0.0 | 0 | 102
CC(=O)Nc1ccc(NC(=O)c2ccc(NS(=O)(=O)c3cc(C(C)(C)C)ccc3C)cc2)cc1 | -12 | 16 | -1 | 12 | 7 | 0 | 1.7 | 2 | 90
COc1ccc(N2CCN(C(=O)CN3C(=O)COc4ccccc43)CC2)cc1 | 49* | -3 | -8 | -5 | 6 | -5 | 2.2 | -6 | 93
O=C(COC(=O)c1ccc2c(c1)S(=O)(=O)N=C1CCCCCN12)NCc1cccs1 | 2 | 0 | 11 | -7 | -2 | 1 | -1.7 | -1 | 97
CCC1SC2=NCCN2C1(O)c1ccc(Cl)cc1 (centres undefined) | -19 | -2 | -5 | 2 | 3 | 0 | 5.3 | -4 | 78
O=C1CC2c3ccccc3C1C1C(=O)N(Cc3ccccc3)C(=O)C21 (centres undefined) | -8 | -2 | -2 | 2 | 1 | -1 | -0.3 | 5 | 102
CC1(c2nnc(-c3ccc(F)cc3)o2)CC(c2c(Cl)cccc2Cl)=NO1 (centres undefined) | -11 | -8 | 8 | 6 | 4 | 0 | 2.2 | -3 | 95

Bioassay records: PubChem, several laboratories
